FadD28 binding: inhibitors of Mycobacterium tuberculosis FadD28 bisubstrate binding; FadD28 bisubstrate probe binding, fluorescence polarization; inhibition, % at 12.5 µM; 360,000 tested, 0.22% active; AID 588549; in the data active = inhibition above about 8.5%, passing the limit was not always enough; inconclusive = no clear call, values can overlap the other calls
FBA Mtb inh: inhibits M. tuberculosis FBA enzyme; P9WQA3; purified M. tuberculosis FBA, fluorescence read-out; inhibition, % at 1 µM; 360,000 tested, 2.3% active; in the data active = inhibition above about 27%;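 note: 0% = vehicle and 100% = reference inhibitor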
Target sequence (P9WQA3 whole entry, looked up): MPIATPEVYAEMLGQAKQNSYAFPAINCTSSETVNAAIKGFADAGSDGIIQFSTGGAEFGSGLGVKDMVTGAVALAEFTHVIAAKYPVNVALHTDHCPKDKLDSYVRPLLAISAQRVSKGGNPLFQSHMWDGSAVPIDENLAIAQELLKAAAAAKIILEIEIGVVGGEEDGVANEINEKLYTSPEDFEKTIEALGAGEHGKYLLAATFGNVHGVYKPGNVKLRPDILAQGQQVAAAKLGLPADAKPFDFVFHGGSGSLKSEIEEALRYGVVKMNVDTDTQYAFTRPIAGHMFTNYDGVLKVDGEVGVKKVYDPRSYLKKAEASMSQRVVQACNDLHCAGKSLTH
Rv3671c protease: inhibitors of M. tuberculosis serine protease Rv3671c; inhibition, % at 5.96 µM; 320,000 tested, 0.048% active; AID 2606; in the data active = inhibition above about 38%;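 note: extracellular domain of Rv3671c used as enzyme; 0% = enzyme with DMSO and 100% = no enzyme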
UGM FP inh: Mtb UDP-galactopyranose mutase inhibition. P9WIQ1. purified UGM, fluorescence polarization probe displacement. inhibition, % at 10 µM. 320,000 tested, 0.06% active. AID 504406; in the data active = inhibition above about 10%, passing the limit was not always enough; inconclusive = no clear call, values can overlap the other calls
Target sequence (P9WIQ1 whole entry, looked up): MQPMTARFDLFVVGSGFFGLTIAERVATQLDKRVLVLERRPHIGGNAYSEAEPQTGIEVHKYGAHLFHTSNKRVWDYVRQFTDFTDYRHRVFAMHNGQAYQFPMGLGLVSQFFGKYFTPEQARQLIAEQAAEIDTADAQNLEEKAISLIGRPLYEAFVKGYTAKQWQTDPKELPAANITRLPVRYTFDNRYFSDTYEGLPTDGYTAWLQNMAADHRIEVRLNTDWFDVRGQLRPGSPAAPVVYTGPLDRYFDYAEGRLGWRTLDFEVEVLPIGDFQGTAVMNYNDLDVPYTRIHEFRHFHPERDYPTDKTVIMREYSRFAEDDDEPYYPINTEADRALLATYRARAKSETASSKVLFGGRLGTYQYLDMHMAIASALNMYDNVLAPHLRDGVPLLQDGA
GDH-TPI counter: inhibits GDH-TPI coupling enzymes, artifact for Mtb FBA screen; GDH-TPI coupled enzyme counterscreen, NADH absorbance; inhibition, % at 4.8 µM; 360,000 tested, 1.2% active; in the data active = inhibition above about 30%;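 note: 0% = DMSO wells and 100% = wells lacking the enzyme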
BoNT F protease: inhibitors of Botulinum neurotoxin F light chain protease; inhibition, % at 10 µM; Multiplex microsphere protease cleavage assay, flow cytometry; 360,000 tested, 0.22% active; in the data active = inhibition above about 35%, passing the limit was not always enough; inconclusive = no clear call, values can overlap the other calls; note: plate controls were buffer without enzyme for full effect and enzyme alone for no effect
PrPC surface inh: cell surface PrPC inhibition, primary TR-FRET screen | P04156 | TR-FRET read-out | inhibition, % at 13.8 µM | 370,000 tested, 0.43% active | AID 720596; in the data active = inhibition above about 24%; note: 0% = median of the test wells and 100% = reference compound wells
MazEF act: increases E. coli MazEF RNase cleavage of RNA. P0AE70. AID 504720. 350,000 tested, 0.32% active. FAM/BHQ RNA-DNA oligo cleavage fluorescence, 5 h. activation, % at 20 µM; in the data active = activation above about 50%
Target sequence (P0AE70 whole entry, looked up): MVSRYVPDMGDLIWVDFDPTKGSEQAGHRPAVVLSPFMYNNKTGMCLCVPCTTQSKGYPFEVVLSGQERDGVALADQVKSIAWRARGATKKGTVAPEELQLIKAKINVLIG
BioA inh: inhibitors of Mycobacterium tuberculosis BioA enzyme; purified M. tuberculosis BioA enzyme, plate reader; AID 602481; 360,000 tested, 0.096% active; inhibition, % at 9.99 µM; in the data active = inhibition above about 40%; inconclusive = no clear call, values can overlap the other calls
Numbers without * were called inactive; u = inconclusive; x = not tested or not shown.

mol	GDH-TPI counter	FadD28 binding	MazEF act	FBA Mtb inh	BoNT F protease	Rv3671c protease	PrPC surface inh	UGM FP inh	BioA inh
COc1cc(Cl)c(C)cc1NC(=O)[C@@H]1CCCN1C(=O)c1cccs1	-4	-1.5	-11	-3	1	6	5	1.9	x
NS(=O)(=O)c1cccc(NC(=O)CSc2nnc3n2CCCCC3)c1	-2	-2.9	3	-1	-6	-6	5	2.2	-2.2
Cc1cc(/C(N)=N/OC(=O)c2cccc(Cl)c2)no1	6	0.4	6	2	x	-7	1	-0.3	0.0
O=C(CN1C(=O)S/C(=C\c2ccc(Cl)cc2)C1=O)NNC(=O)c1ccccc1O	21	-4.1	-17	1	-14	-13	-3	0.0	x
CCCNC(=O)COC(=O)c1ccc(Cl)c(S(=O)(=O)N2CCCC2)c1	10	1.0	-2	2	2	4	0	-0.1	0.5
Cc1ccc(-c2c(C(=O)Nc3ccccc3C)c(C)[nH]c(=S)c2C#N)o1	9	-3.1	10	-5	-5	-9	4	-0.3	x
C/C(CC(=O)Nc1cccnc1)=N/NC(=O)COc1ccc(Cl)cc1Br	6	-4.5	-1	-1	u	3	6	2.2	x
O=C(NCCCn1cccn1)C1CCC(=O)N(CCc2ccccc2)C1 (stereo unspecified)	6	0.1	6	-3	0	-2	7	2.0	1.1
CC1CCCCC12NC(=O)N(CC(=O)Nc1ccc3c(c1)OCO3)C2=O (stereo unspecified)	6	-3.6	1	-2	-1	x	0	x	-1.2
C/C(CC(=O)Nc1ccccc1-c1ccccc1)=N\NC(=O)COc1ccc(C)cc1Br	14	-0.2	7	2	-4	-14	1	3.2	x
O=C(OCC(=O)N1CCCc2ccccc21)c1cccc(C(F)(F)F)c1	3	-1.7	1	1	22	-6	-4	2.3	0.1
Cn1c(CNC(=O)CNS(=O)(=O)c2ccc(Br)cc2)cc(=O)n(C)c1=O	2	-3.0	8	1	-4	-1	0	-1.7	-0.2
CCOC(=O)CCCCCC(=O)Nc1ccc2c(c1)C(=O)N([C@H](C)CO)C[C@@H](C)[C@@H](CN(C)C(=O)CCC(F)(F)F)OCCCC[C@H](C)O2	1	-0.9	4	-2	3	x	0	x	2.0
Cc1ccc(S(=O)(=O)CCC(=O)OCc2cc(C)ccc2C)cc1	-2	-2.7	1	-3	-8	1	0	-0.4	x
CCN(CCCNC(=O)COc1cc(=O)n(CC)c2ccccc12)c1ccccc1	-2	-6.1	4	1	-1	3	-1	0.7	-0.8
CCOC(CNC(=O)C(=O)Nc1cc2c3c(c1)CCN3C(=O)CC2)OCC	9	-0.1	-24	3	2	-10	0	3.3	-0.8

Compound profiles, from the list above. Screens in order: GDH-TPI counter, FadD28 binding, MazEF act, FBA Mtb inh, BoNT F protease, Rv3671c protease, PrPC surface inh, UGM FP inh, BioA inh
C/C(CC(=O)Nc1ccccc1-c1ccccc1)=N\NC(=O)COc1ccc(C)cc1Br in the list: 14, -0.2, 7, 2, -4, -14, 1, 3.2, x
Cn1c(CNC(=O)CNS(=O)(=O)c2ccc(Br)cc2)cc(=O)n(C)c1=O in the list: 2, -3.0, 8, 1, -4, -1, 0, -1.7, -0.2

(more compounds)
mol	GDH-TPI counter	FadD28 binding	MazEF act	FBA Mtb inh	BoNT F protease	Rv3671c protease	PrPC surface inh	UGM FP inh	BioA inh
CCC(C)NS(=O)(=O)c1ccc(OCC(=O)Nc2ccc3c(c2)OCCO3)cc1 (stereo unspecified)	2	-0.4	-6	3	0	-10	3	-2.8	-0.7
Cc1[nH]nc2oc(=O)c(CCO)c(C)c12	13	-1.5	0	10	-6	-3	5	5.0	x
Cc1onc(-c2ccccc2)c1C(=O)NNC(=O)c1ccccc1O	9	-0.1	4	5	u	9	-7	0.9	-3.0
CCN(CC)CCN1C(=O)C2C(C(=O)Nc3cc(C)cc(C)c3)C3C=CC2(O3)C1C(=O)NC1CCCCC1 (stereo unspecified)	2	-0.3	10	-3	-6	-2	2	0.2	-1.4
Cc1cc(C)cc(OCC(=O)OCC(=O)N2CCc3ccccc32)c1	-6	-2.8	1	-2	3	2	2	-1.5	x
CCCCP(=O)(O)CCC(=O)O	-4	-0.2	8	1	6	-6	-11	-0.3	-3.8
Cc1c(Br)c([N+](=O)[O-])nn1CC(=O)N1CCN(Cc2ccccc2)CC1	2	-2.6	-4	1	-9	-4	3	-1.1	x
CC1(Cc2ccc(C(F)(F)F)nc2)C(=O)Nc2cc(-c3ccccc3Cl)ccc21 (stereo unspecified)	4	-2.1	x	-2	6	x	-6	x	0.0
CC(C)Cn1c(-c2ccco2)csc1=Nc1cccnc1	1	-1.0	3	-2	-11	-4	-4	-1.5	2.3
O=C(O)c1ccccc1-c1nnc2c(Cl)cc(C(F)(F)F)cn12	5	-1.5	-1	3	-18	5	-7	-0.3	-2.1
CN(Cc1ccco1)C(=O)c1cc2c(s1)-c1ccc(Cl)cc1S(=O)(=O)C2	26	0.3	26	1	2	-3	-7	2.8	0.0
CC(C)=CCc1cc(-c2oc3cc(O)cc(O)c3c(=O)c2O)ccc1O	6	3.2	57*	0	-16	24	7	-0.4	-2.1
O=C(CSc1nnc(COc2ccccc2)o1)N1CCN(c2ccccc2)CC1	3	-0.4	4	1	0	2	9	2.5	x
Cc1csc(NC(=O)Cc2ccc(F)cc2)n1	-6	-1.7	-2	2	-10	-7	8	2.9	-0.2
N=c1c(S(=O)(=O)c2ccc(Br)cc2)cc2c(=O)n3ccccc3nc2n1C1CCCCC1	6	-1.4	-19	4	2	2	-5	6.0	-3.1
CCNS(=O)(=O)c1ccc(CCC(=O)N2CCN(c3cccc(Cl)c3)CC2)cc1	-4	-6.7	0	-1	-17	6	3	1.2	3.0
CCc1ccc(NC(=O)NCCN2CCCCC2)cc1	10	0.6	7	0	u	3	-2	1.4	-0.2
COc1ccc(C(C)(C)C)cc1NC(=O)C1C2C=CC(C2)C1C(=O)O (stereo unspecified)	-6	0.5	-7	4	9	-3	-2	3.2	-1.8
COc1cccc(C(=O)CN(C(=O)c2ccc(Cl)c(Cl)c2)N2C(=O)c3ccccc3C2=O)c1	-1	-2.1	-2	-1	-7	-3	-1	1.8	-0.9
COc1ccc2c(c1)NC(c1cc(Cl)cc(Cl)c1O)c1cccn1-2 (stereo unspecified)	9	-4.0	-8	-1	4	x	-2	x	x
Cc1ccc(NC(=O)C2Oc3ccccc3OC2C)cc1 (stereo unspecified)	-10	-3.7	12	0	-17	-5	-4	0.1	2.3
O=S(=O)(NC(=NCCc1ccc(Cl)cc1)c1ccccc1Cl)c1cccs1	8	-4.3	1	3	-6	-7	-2	1.5	x
CC1NC(=O)c2cccnc2-n2c1nc1cc(F)c(F)cc1c2=O (stereo unspecified)	-5	-3.0	3	-2	-4	x	-5	x	0.0
O=C(COc1ccccc1F)Nc1nnc(-c2ccncc2)s1	14	-2.4	-15	11	-2	2	3	1.8	-0.4
O=C(Oc1ccnc2cc(Cl)ccc12)N1CCOCC1	12	-1.2	-6	3	-3	-7	6	-0.2	0.0
O=C(OCCOc1ccc(Br)cc1)c1cnccn1	7	-1.9	-2	1	-6	-9	1	0.4	0.9
COc1ccccc1NC(=O)CC1COc2ccccc2O1 (stereo unspecified)	6	-2.2	4	-8	6	1	2	2.6	x
CCc1cccc(Nc2cc(C)nc3ncnn23)c1	16	-0.6	1	3	5	4	2	0.5	2.4
COCCn1c(C)cc(C(=O)CSc2nc3ccccc3c(=O)[nH]2)c1C	17	2.4	4	-3	1	6	2	-0.1	-0.4
O=C1/C(=C/c2ccc(Br)cc2)Oc2cc(O)ccc21	15	0.8	-246	-6	u	-12	1	-1.0	x
Cc1ccccc1Oc1ncnc2sccc12	-1	-3.2	3	-1	4	-2	-2	2.1	-0.3
CC(=O)Nc1ccc(SCC(=O)OCC(=O)NC(=O)NC2CCCC2)cc1	8	-2.4	0	1	-11	8	0	-0.8	x
Cc1ccc(NC(=O)CC2Oc3ccc(C)cc3NC2=O)cc1 (stereo unspecified)	9	-0.2	0	0	-11	x	-6	x	-1.5
COc1ccc(Oc2c(C=O)c3ccccc3n2C)cc1	-13	-5.0	3	-3	-6	-11	0	-2.9	x
CCOc1ccc(C(=O)CCCC(=O)c2ccc(OCC)cc2)cc1	-3	0.3	-1	1	-11	-6	7	1.1	-4.2
Cc1cc(C)c(N2CCN(S(=O)(=O)N3CCCCCC3)CC2)c(C)c1	13	-2.0	-3	7	0	-1	0	3.7	-0.1
C/C(=N\n1c(C)nc2ccccc2c1=O)c1ccc(C)o1	6	-2.9	-1	1	u	0	-3	-0.2	x
C=CCOc1ccc(C2NC(=S)NC(c3ccccc3)=C2C(C)=O)cc1OC (stereo unspecified)	8	1.1	4	-1	0	3	52*	1.3	x
O=P1(c2ccccc2)CC=CC1	x	0.8	x	-1	-4	x	10	x	-4.4
COCCNC(=O)c1ccc2c(c1)S(=O)(=O)c1cc(Cl)ccc1C2=O	11	0.5	4	2	-2	5	-28	0.3	-2.5

An excerpt of these results, with two lines to a compound:
Results follow in this order: GDH-TPI counter, FadD28 binding, MazEF act, FBA Mtb inh, BoNT F protease, Rv3671c protease, PrPC surface inh, UGM FP inh, BioA inh
- COCCNC(=O)c1ccc2c(c1)S(=O)(=O)c1cc(Cl)ccc1C2=O
 : 11, 0.5, 4, 2, -2, 5, -28, 0.3, -2.5
- Cc1cc(/C(N)=N/OC(=O)c2cccc(Cl)c2)no1
 : 6, 0.4, 6, 2, x, -7, 1, -0.3, 0.0
- CCOC(=O)CCCCCC(=O)Nc1ccc2c(c1)C(=O)N([C@H](C)CO)C[C@@H](C)[C@@H](CN(C)C(=O)CCC(F)(F)F)OCCCC[C@H](C)O2
 : 1, -0.9, 4, -2, 3, x, 0, x, 2.0

(next part)
mol	GDH-TPI counter	FadD28 binding	MazEF act	FBA Mtb inh	BoNT F protease	Rv3671c protease	PrPC surface inh	UGM FP inh	BioA inh
Cc1onc(-c2ccccc2)c1C(=O)N1CCN(C/C=C/c2ccccc2)CC1	14	-3.2	4	-2	-2	3	-8	-1.7	3.6
Cc1nc2c(ccc3c2ccc2nc(C)sc23)s1	x	x	-2	x	x	-2	-1	0.0	x
CCc1noc(C)c1C(=O)N1CCN(S(=O)(=O)c2c(C)cc(C)cc2C)CC1	13	-3.0	0	-1	8	6	9	-3.3	1.5
CC(C)C[C@H](N)c1cn([C@@H](Cc2ccc(O)cc2)C(=O)N2CCNCC2)nn1	2	-0.7	0	0	-11	4	-6	-1.7	-0.2
O=C(CCCNS(=O)(=O)c1ccc(Br)cc1)N1CC[C@@]2(O)CCCC[C@H]2C1	17	-2.1	7	2	-10	-1	3	-1.2	0.6
NC(CSC(c1ccccc1)(c1ccccc1)c1cccc2ccccc12)C(=O)O (stereo unspecified)	-6	-2.2	-13	0	6	x	x	x	x
CSCC[C@H](NC(=O)OC(C)(C)C)c1nnc(SCC(=O)N(C)C)o1	8	-3.8	-4	1	0	2	-10	2.9	-0.1
COc1ccc(N2CCN(C(c3cccs3)C(C)NC(=O)C(=O)N3CCCC3)CC2)cc1 (stereo unspecified)	-4	-0.1	0	3	-4	-3	0	-1.0	-1.6
N=c1sccn1CC(=O)Nc1ccccc1Sc1ccccc1	4	-2.2	7	2	-2	5	-5	-1.8	x
CCc1nnc(NS(=O)(=O)c2ccc(NC(=O)COc3ccc(Cl)c(C)c3)cc2)s1	-7	-5.5	0	-7	0	15	2	0.6	x
CCCCOc1ccc(C(=O)Nc2ccc(CN3CCOCC3)cc2)cc1	-2	-3.6	-13	-3	15	x	5	0.6	0.7
Cc1cc(=O)oc2cc(OCC(=O)N3CCCC(C)C3)ccc12 (stereo unspecified)	11	-1.4	3	24	u	3	-3	-1.5	x
COc1cc(-c2csc(N3CCOCC3)n2)cc(OC)c1OC	-4	-0.1	-6	2	-3	-3	2	0.3	-0.6
Cc1cc(C)c2c(n1)SCC(=O)N2CC(=O)Nc1ccc(F)cc1	5	-0.6	-7	0	0	0	9	x	1.2
Cc1[nH]c(=O)[nH]c(=O)c1S(=O)(=O)N1CCCC(C(=O)N2CCN(c3ccccc3Cl)CC2)C1 (stereo unspecified)	15	-1.1	10	-2	-10	9	x	1.2	0.8
COc1cccc(NC(=O)c2ccc3c(c2)C(=O)N(CC2CCCO2)C3=O)c1 (stereo unspecified)	12	0.4	-1	4	4	11	5	3.4	-2.6
Nc1nc2c(ncn2COC(CO)CO)c(=O)[nH]1	-13	-3.1	5	-1	6	5	-6	1.5	1.1

An unsorted share of the library; overall some 4.8% were active at least once.
